Bioassay records deposited in PubChem by several laboratories.
CHRM5 PAM: potentiates acetylcholine response at human M5 receptor | P08912 | CHO-K1 hM5, Fluo-8 calcium, ACh EC20 PAM; 0% = ACh EC20, 100% = ACh EC100 | activation, % at 3 µM | hit rate 0.3% among 360,000;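 active = activation above the run cutoff, the mean activation of all test compounds plus 3 SD, cut at about 18% in these data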
Target sequence (P08912 whole entry, looked up): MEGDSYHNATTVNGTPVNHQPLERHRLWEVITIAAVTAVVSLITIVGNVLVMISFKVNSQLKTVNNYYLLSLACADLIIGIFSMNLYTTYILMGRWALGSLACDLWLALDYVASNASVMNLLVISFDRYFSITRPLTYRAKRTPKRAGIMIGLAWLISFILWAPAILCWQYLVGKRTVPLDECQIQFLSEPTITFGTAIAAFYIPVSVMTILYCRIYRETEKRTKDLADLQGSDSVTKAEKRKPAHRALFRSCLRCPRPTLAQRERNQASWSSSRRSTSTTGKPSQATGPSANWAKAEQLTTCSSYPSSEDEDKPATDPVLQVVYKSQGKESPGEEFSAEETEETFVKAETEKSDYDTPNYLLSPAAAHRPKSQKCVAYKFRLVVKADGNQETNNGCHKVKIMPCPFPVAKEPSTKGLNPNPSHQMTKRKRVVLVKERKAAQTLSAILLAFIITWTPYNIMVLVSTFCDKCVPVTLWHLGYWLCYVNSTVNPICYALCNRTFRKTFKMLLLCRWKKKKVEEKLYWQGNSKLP
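system = human M5 receptor in CHO-K1 cells | reagent = EC20 acetylcholine as agonist stimulus | compound dosing = single-point, 3 µM nominal | incubation = Fluo-8 loading 80 min at 37 °C plus 30 min room temperature | detection = Fluo-8 calcium dye fluorescence, kinetic read | benchmarks = low control EC20 acetylcholine (0%), high control EC100 acetylcholine (100%)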
M1 antag: blocks human M1 muscarinic receptor; AID 588852; inhibition, % at 3 µM; CHO-K1 hM1, Fluo-8 calcium fluorescence, ACh EC80 antagonist; hit rate 1.3% among 360,000; P11229;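 active = percent inhibition above its own plate's cutoff, namely the mean of that plate's compound wells plus 3 SD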;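 note: peak over basal fluorescence ratio during 140 s after agonist addition; 0% = ACh EC80 plus DMSO and 100% = DMSO alone without agonist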
Target sequence (P11229 whole entry, looked up): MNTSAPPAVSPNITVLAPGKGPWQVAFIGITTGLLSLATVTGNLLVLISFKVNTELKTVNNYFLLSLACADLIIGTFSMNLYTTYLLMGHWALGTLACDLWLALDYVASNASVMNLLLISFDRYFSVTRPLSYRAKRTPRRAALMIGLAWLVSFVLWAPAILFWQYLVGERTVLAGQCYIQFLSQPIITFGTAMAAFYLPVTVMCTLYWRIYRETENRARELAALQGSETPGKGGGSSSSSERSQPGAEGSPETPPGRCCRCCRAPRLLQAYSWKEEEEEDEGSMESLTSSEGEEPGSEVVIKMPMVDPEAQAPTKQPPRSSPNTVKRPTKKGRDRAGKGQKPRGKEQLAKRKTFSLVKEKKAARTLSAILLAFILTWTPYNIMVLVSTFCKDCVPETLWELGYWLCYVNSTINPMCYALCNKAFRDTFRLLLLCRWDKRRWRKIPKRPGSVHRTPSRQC
M1 PAM: human CHRM1 positive allosteric modulation | P11229 | CHO-K1 hM1, Fluo-8 calcium fluorescence, ACh EC20; 0% = ACh EC20, 100% = maximal ACh | activation, % at 3 µM | hit rate 0.088% among 360,000 | AID 588819; in the data active = activation above about 19%, passing the limit was not always enough
CHRM5 agonist: CHRM5 agonism in calcium assay | AID 624037 | P08912 | CHO-K1 hM5 cells, Fluo-8 calcium fluorescence; 0% DMSO wells, 100% maximal acetylcholine response | activation, % at 3 µM | hit rate 0.19% among 360,000;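 active = activation above the run's mean over test compounds plus 3 SD, cut at about 23% in these data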;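 note: signal is peak over basal fluorescence ratio across the kinetic read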
M5 antag: CHRM5 antagonism in calcium assay; CHO-hM5 cells, Fluo-8 calcium fluorescence, ACh EC80; inhibition, % at 3 µM; hit rate 0.59% among 360,000; P08912; AID 624040;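 active = inhibition above a per-plate cutoff, the mean of that plate's test compounds plus 3 SD, cut at about 27% in these data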;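 note: 0% = acetylcholine EC80 with DMSO and 100% = DMSO without agonist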
CHRM4 agonist: agonists of human muscarinic M4 receptor (CHRM4). P08173. CHO-K1 hM4/Gqi5, Fluo-8 calcium fluorescence; vehicle 0%, full acetylcholine response 100%. activation, % at 3 µM. hit rate 0.14% among 360,000;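 active = activation above the run mean over all test wells plus 3 SD, cut at about 32% in these data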;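 note: peak over basal fluorescence ratio per well then scaled between controls; 0% = DMSO wells and 100% = acetylcholine at EC100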
M4 PAM: positive allosteric modulators of human muscarinic M4 receptor | CHO-K1 hM4/Gqi5, Fluo-8 calcium fluorescence, ACh EC20; 0% = ACh EC20, 100% = maximal ACh | hit rate 0.4% among 360,000 | activation, % at 3 µM | P08173;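 active = activation above its plate's cutoff, the mean activation of sample wells plus 3 SD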; note: some results filed as inactive read as strong as hits
CRFR2-BP ag: agonists of human CRF-binding protein/CRF-R2 receptor complex; HEK293 CRF-R2/CRF-BP, calcium dye fluorescence (FLIPR); percent of saturating CRF peptide response; hit rate 0.46% among 350,000; activation, % at 13.2 µM; AID 588473;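 active = activation of at least 50%, plus an integration ratio under a set limit after plate pattern correction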;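 note: plate controls were neutral control wells without compound for no effect and CRF at EC100 for full effect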
M4 antag: blocks acetylcholine activation of human M4 receptor | P08173 | CHO-hM4 cells, ACh EC80, Fluo-8 calcium fluorescence | inhibition, % at 3 µM | hit rate 0.73% among 360,000;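 active = inhibition above its plate's cutoff, the mean inhibition of sample wells plus 3 SD, cut at about 27% in these data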;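 note: 0% = acetylcholine EC80 with DMSO and 100% = DMSO without agonist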
An asterisk follows results filed as active; · = not tested or not shown. This is a random part of the collection. About 2.8% of those tested had a hit in this group.

CHRM5 PAM,M1 antag,M1 PAM,CHRM5 agonist,M5 antag,CHRM4 agonist,M4 PAM,CRFR2-BP ag,M4 antag,compound
-1,-17,17,0,9,1,-4,-0.6,6,CCn1ccnc1CNC(=O)CC1C(=O)NCCN1Cc1ccc(OC)cc1OC (stereo not drawn)
1,-15,14,-4,10,0,9,0.4,6,CNc1ccc([N+](=O)[O-])cc1C(=O)O
3,-6,11,0,-2,1,3,-3.4,-12,Cc1ccc(C)c(C(=O)CCC(=O)OCn2nnc3ccccc3c2=O)c1
-5,-4,6,0,12,0,-5,-1.6,8,N#Cc1ccc(CO/N=C/c2ccccc2)cc1
-23,71*,-21,-5,18,4,-17,-0.5,7,CN1CCN(c2nc(-c3cccs3)cc(C(F)(F)F)n2)CC1
-11,5,1,0,15,0,-2,3.6,9,CCCCC1=CC2=CC(=O)C(C)(OC(=O)CC)C(=O)C2=CN1Cc1ccccc1 (stereo not drawn)
-6,0,-2,-3,10,4,7,-2.0,-27,COc1ccc(OCc2nnc(SCC(=O)NC3CCCCC3)o2)cc1
-3,6,-1,4,8,3,0,0.6,-3,O=C(Nc1ccccc1)c1nc[nH]c1C(=O)NCCCNC(=O)c1[nH]cnc1C(=O)Nc1ccccc1
-2,-2,7,-8,3,1,-2,-2.6,8,OC(COCc1ccccc1)CN1CCN(Cc2ccc3c(c2)OCO3)CC1 (stereo not drawn)
-1,-10,9,-1,-3,3,-5,-1.4,0,N#CCC(=O)N/N=C/c1ccc(OS(=O)(=O)c2ccccc2)cc1

Following part:
CHRM5 PAM,M1 antag,M1 PAM,CHRM5 agonist,M5 antag,CHRM4 agonist,M4 PAM,CRFR2-BP ag,M4 antag,compound
-6,5,-2,-2,4,13,-3,-1.4,2,O=C(NCCc1c[nH]c2ccccc12)C(=O)c1c[nH]c2ccccc12
-1,-4,1,1,1,2,5,0.1,9,CC1CCCN(C(=O)CSc2cnc3ccccc3n2)C1 (stereo not drawn)
-2,2,12,5,-11,0,1,0.5,6,Oc1ccc(C=NC2CCCCC2)cc1
4,-10,5,1,1,1,6,0.3,-4,O=C(O)[C@@H]1CCCN1C(=O)c1ccccc1N1C(=O)[C@@H]2Cc3c([nH]c4ccccc34)C(c3cccc(Cl)c3)N2C1=O (stereo partly drawn)
9,-2,4,1,4,2,-4,-0.2,-7,Cc1[nH]n(-c2ccccc2)c(=O)c1C=NC1CCCCCC1
-6,0,0,-3,9,0,0,2.6,4,Cc1cccc(C(=O)Oc2ccc3ccc(O)cc3c2)c1
3,-4,10,-2,8,1,-21,0.5,55*,O=c1[nH]c(C2CCN(S(=O)(=O)c3cccc([N+](=O)[O-])c3)CC2)nc2c1nnn2Cc1ccccc1
0,5,5,-4,-5,4,13,-0.5,-15,COC(=O)c1ccc(NC(=O)COc2cccc3c2OC(C)(C)C3)cc1
-5,-4,4,-1,1,-2,7,1.3,-8,Cc1cc(NC(=O)CSc2nc(CCC3CCCC3)nc3ccccc23)no1
-6,-4,10,-4,11,0,5,-1.2,-22,FC(F)(F)c1ccnc(NCc2ccc(Cl)cc2)n1

Next part
CHRM5 PAM,M1 antag,M1 PAM,CHRM5 agonist,M5 antag,CHRM4 agonist,M4 PAM,CRFR2-BP ag,M4 antag,compound
0,10,0,1,5,1,4,-0.6,-3,N#Cc1ccc(OCC(=O)N2CCCC2=O)cc1
1,-5,0,-5,-3,-3,-8,-0.3,1,CCC(C)(c1ccc(C(=O)OC)s1)c1ccc(C(=O)OC)s1
2,7,-6,4,3,0,-2,7.2,-5,Cc1ccc2nc(C)cc(N/N=C/c3ccccc3O)c2c1
4,-11,6,-6,-2,2,13,2.4,-16,Nc1nc(SCC(=O)N2CCN(S(=O)(=O)c3ccc(Cl)cc3)CC2)n[nH]1
-1,-7,2,1,7,1,-4,-1.4,15,COC(=O)c1ccc(-n2cncn2)c(F)c1
1,-3,2,1,-3,4,0,-3.4,-9,Cc1noc(/C=C/N(C)C)c1S(=O)(=O)N1CCCC(C(=O)Nc2ccc3c(c2)OCO3)C1 (stereo not drawn)
4,-12,-2,2,6,2,-3,0.3,5,COC(=O)C1=C(N)OC2=C(C(=O)CC(C)(C)C2)C1c1ccccc1OC (stereo not drawn)
7,2,7,1,4,1,6,-2.8,-5,C=CCCN([C@@H](C)C(=O)OC)S(=O)(=O)c1ccccc1Br
-6,0,-1,2,13,1,-1,-3.3,14,COc1ccc2c(c1)c(N=NC(N)=S)c(O)n2CC(=O)c1ccccc1
-4,-6,2,-2,8,2,8,13,7,Cc1ccc2[nH]c3c(c2c1)CN(C(=O)CN(C)CC1OCCO1)CC3

Other compounds:
CHRM5 PAM,M1 antag,M1 PAM,CHRM5 agonist,M5 antag,CHRM4 agonist,M4 PAM,CRFR2-BP ag,M4 antag,compound
9,·,·,9,-9,1,-3,·,-6,Nc1[nH]c(C(=O)c2ccccc2)c(-c2ccc(Br)cc2)c1C(=O)c1cccs1
13,-15,16,-2,2,2,5,0.8,7,CCc1ccc(N(CC(=O)NCC2CCCO2)C(=O)CCC(=O)Nc2nccs2)cc1 (stereo not drawn)
-6,10,-8,0,14,1,-9,0.5,10,Cc1[nH]nc2c1C(c1cccs1)C(C#N)=C(N)O2 (stereo not drawn)
5,-2,14,-5,-7,0,3,-1.1,8,CCCCn1c(-c2sccc2C)n[nH]c1=S
0,-9,5,-2,-7,2,4,·,-20,OC(c1ccc(F)cc1)c1nc(-c2ccoc2)cs1 (stereo not drawn)
13,-16,6,2,-12,0,2,-1.5,-5,CNc1oc(Cc2ccccc2)nc1S(=O)(=O)c1ccccc1
-6,-4,4,4,0,5,-2,-1.5,-6,O=C(Nc1ccccc1C(=O)NC1CC1)c1ccc([N+](=O)[O-])o1
-1,-5,5,3,9,5,0,1.6,4,COc1ccccc1NS(=O)(=O)c1ccc(C(=O)NCc2ccco2)cc1
0,-9,8,-2,6,3,0,0.3,1,O=C(Cn1ccccc1=O)c1ccc(Cl)cc1
-7,-3,2,-3,6,1,5,-2.5,-2,Brc1ccc(C=Nc2ccc3c(c2)OCCOCCOCCO3)s1

Next part.
CHRM5 PAM,M1 antag,M1 PAM,CHRM5 agonist,M5 antag,CHRM4 agonist,M4 PAM,CRFR2-BP ag,M4 antag,compound
-10,-7,2,-23,15,1,-4,-0.1,6,Cc1ccccc1/C=C/c1cccc[n+]1C
-1,4,3,1,3,-1,-5,2.0,19,COC(=O)/C=C1\S/C(=N/N=C/c2ccccc2)NC1=O
6,1,7,0,3,0,6,-0.6,-4,Cc1cc(C)nc(NC(=S)Nc2ccc(F)cc2F)c1
-1,-2,3,0,6,0,5,0.8,-3,CCNC(=O)c1c(NC(=O)c2cc(-c3cc(C)cc(C)c3O)n[nH]2)sc2c1CCCC2
-3,-4,2,-1,5,-1,0,11,4,CC(=O)C1=C(C)NC(SCC(=O)Nc2nc3ccccc3s2)=C(C#N)C1c1ccc(Cl)cc1 (stereo not drawn)
-8,-4,3,5,2,12,-7,-3.0,-9,COc1ccc(CC(=O)NCc2nn(-c3ccccc3)nc2C)cc1OC
-1,1,3,-5,1,1,-5,-3.0,1,COc1ccc(Nc2nc3ccccc3n3cnnc23)cc1Cl
2,-11,2,0,-6,3,-2,·,14,OC(c1ccccc1)c1ncc(-c2cccc(C(F)(F)F)c2)[nH]1 (stereo not drawn)
-5,-4,5,3,3,6,4,·,1,Cc1ccccc1NC(=O)Nc1nc(C(N)c2ccccc2)cs1 (stereo not drawn)
-6,-8,11,-1,-14,1,-2,-0.5,2,CCCN(CCC)c1ccc(C(O)c2nnc(-c3ccccc3)o2)cc1 (stereo not drawn)

Part of the list above, showing only CRFR2-BP ag and M5 antag:
| mol | CRFR2-BP ag | M5 antag |
| --- | --- | --- |
| CC1CCCN(C(=O)CSc2cnc3ccccc3n2)C1 (stereo not drawn) | 0.1 | 1 |
| Oc1ccc(C=NC2CCCCC2)cc1 | 0.5 | -11 |
| O=C(O)[C@@H]1CCCN1C(=O)c1ccccc1N1C(=O)[C@@H]2Cc3c([nH]c4ccccc34)C(c3cccc(Cl)c3)N2C1=O (stereo partly drawn) | 0.3 | 1 |
| Cc1[nH]n(-c2ccccc2)c(=O)c1C=NC1CCCCCC1 | -0.2 | 4 |
| Cc1cccc(C(=O)Oc2ccc3ccc(O)cc3c2)c1 | 2.6 | 9 |

Carrying on.
CHRM5 PAM,M1 antag,M1 PAM,CHRM5 agonist,M5 antag,CHRM4 agonist,M4 PAM,CRFR2-BP ag,M4 antag,compound
-1,-9,12,1,-5,-1,5,-0.9,-2,C=CCc1c(C)[nH]c2c(OC)cccc2c1=S
-5,-3,-1,-2,4,1,5,1.3,2,O=C(COC(=O)CCCN1C(=O)c2cccc3cccc(c23)C1=O)Nc1ccc(Cl)cc1
-9,5,0,5,3,16,-4,0.3,-7,COc1ccc(CCNC(=O)C(=O)NCC2OCCN2S(=O)(=O)c2ccc(Cl)cc2)cc1 (stereo not drawn)
22*,1,16,4,-5,2,9,-1.7,0,Cc1ccc([C@@H]2[C@@H]3C(=O)N(C)C(=O)[C@@H]3[C@]3(C)C(=O)N(Cc4ccccc4)CC(=O)N23)o1
1,-17,13,-1,-3,0,4,·,-4,Cn1c(NCc2ccc3occc3c2)nc2cc(-c3ccc(F)cc3)sc2c1=O
2,-12,5,1,2,3,2,0.6,-6,O=C(Cn1nc(-c2cccc(Cl)c2)ccc1=O)Nc1ccccc1Br
10,7,-2,1,-14,0,-2,4.0,14,COc1ccccc1N1C(=NC(=O)C(C)Oc2ccccc2)SC2CS(=O)(=O)CC21 (stereo not drawn)
4,-16,18,19,-3,8,8,23,-5,CC(OC(=O)CC1CC2CCC1C2)C(=O)Nc1ccc(N2CCOCC2)cc1 (stereo not drawn)

Complete entries, looked up by structure. Values in the order: CHRM5 PAM	M1 antag	M1 PAM	CHRM5 agonist	M5 antag	CHRM4 agonist	M4 PAM	CRFR2-BP ag	M4 antag
COc1ccccc1N1C(=NC(=O)C(C)Oc2ccccc2)SC2CS(=O)(=O)CC21 (stereo not drawn) is listed as 10	7	-2	1	-14	0	-2	4.0	14
COc1ccc(CCNC(=O)C(=O)NCC2OCCN2S(=O)(=O)c2ccc(Cl)cc2)cc1 (stereo not drawn) is listed as -9	5	0	5	3	16	-4	0.3	-7
CC(OC(=O)CC1CC2CCC1C2)C(=O)Nc1ccc(N2CCOCC2)cc1 (stereo not drawn) is listed as 4	-16	18	19	-3	8	8	23	-5
Cn1c(NCc2ccc3occc3c2)nc2cc(-c3ccc(F)cc3)sc2c1=O is listed as 1	-17	13	-1	-3	0	4	·	-4
Cc1ccc([C@@H]2[C@@H]3C(=O)N(C)C(=O)[C@@H]3[C@]3(C)C(=O)N(Cc4ccccc4)CC(=O)N23)o1 is listed as 22*	1	16	4	-5	2	9	-1.7	0
